High-throughput results from PubChem.
rTrxR1 inhibitor: blocks rat thioredoxin reductase 1 | O89049 | recombinant rTrxR1, NADPH fluorescence consumption, selenite substrate | Potency, µM (doses to about 114 µM), inactives show at the top dose activity change, negative = inhibition, hits mostly inhibitors | hit rate 1% among 390,000; also: potency is read from the fitted curve at half-maximal effect; % is scaled to controls: 0 for no effect and ±100 for the full control effect; nearly all actives have a fitted effect of over 65% in size
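Rat TrxR1 (90 nM in the dispensed reagent) was pre-reduced with 400 uM NADPH for 5 min at room temperature, then incubated with compound for 15 min. After 400 uM selenite was added, NADPH fluorescence (Ex 340/Em 450 nm) was followed for 8 min.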
PI4K2A inh: inhibitors of human PI4K2A; Q9BTU6; purified PI4K2A, ADP-Glo luminescence, 1 h; active compounds read low; activity change, negative = inhibition, % at 76.9 µM; hit rate 0.13% among 420,000; AID 1346378; in the data active = activity change below about -50%; inconclusive = mostly about -30% to -49%;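 also: -100% = wells without enzyme as full effect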
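PI4K2A activity was measured by ADP-Glo luminescence: enzyme (4 ug/mL stock) and phosphatidylinositol (1.2 mM stock) in Tris pH 7.5/MgCl2/EGTA/Triton X-100 buffer were reacted with ATP (300 microM stock) for one hour at ambient temperature.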
D2 ag: activates the human D2 dopamine receptor; hit rate 0.53% among 340,000; P14416; activation, % at 2 µM; HEK293 T-REx D2 cells, calcium flux agonist mode; AID 485358;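 active = activation over 3 SD above normal in the single-dose calcium agonist read, cut at about 30% in these data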; also: 0% is about no effect
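Tetracycline-induced HEK293 T-REx cells with force-coupled D2 receptor, plated overnight at 30 C, loaded with no-wash calcium dye. After a 10 s baseline, compound was pin-added and calcium flux read kinetically for 180 s; calcium rises flagged agonists.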
TrxR1 substrate: is turned over as a substrate by rat TrxR1; O89049; purified TrxR1 substrate turnover, NADPH consumption readout; Potency, µM (series often up to 114 µM), for the others: at the top dose activity change, negative = substrate turnover; hit rate 0.01% among 390,000; AID 588456; also: potency is read from the fitted curve at half-maximal effect; % is scaled to controls: 0 for no effect and ±100 for the full control effect; nearly all actives have a fitted effect of over 50% in size
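Rat TrxR1, dispensed at 90 nM, was prereduced with 400 uM NADPH (final) for 5 min at ~22 deg C, then incubated with compound 15 min before 400 uM selenite. A first-read NADPH fluorescence drop versus no-compound background flagged substrates.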
TRHR ag: agonists of human TRH receptor; P34981; TRHR cells, calcium flux fluo-8, FDSS agonist mode; activation, % at 2 µM; hit rate 0.18% among 360,000; AID 493084; in the data active = activation above about 30%; also: 0% is about no effect
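In this calcium-flux screen, cells bearing human TRHR are dye-loaded with fluo-8, baselined for 10 cycles, then exposed to library compounds; positive kinetic calcium responses during the agonist phase mark hits, with TRH as control.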
TRHR enhancer: TRH receptor (human) allosteric enhancement; TRHR cells, fluo-8 calcium fluorescence, EC20 TRH enhancement; enhancement, % at 2 µM; hit rate 0.66% among 360,000; AID 493056; in the data active = enhancement above about 30%; also: 0% is about no effect
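TRHR-expressing cells loaded with fluo-8 calcium dye were read kinetically (ex 480/em 530) during compound addition, then stimulated with an EC20 of TRH (10 nM final). Enhancement of the Gq-mediated intracellular calcium response was scored.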
D2 antagonist: antagonizes the human D2 dopamine receptor | HEK293 TREx D2 cells, calcium flux, dopamine EC80 | inhibition, % at 10 µM | hit rate 2% among 340,000 | AID 485344; in the data active = inhibition above about 30%; also: 0% is about no effect
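Read-out: kinetic calcium fluorescence (1 cycle/s) in inducible HEK293 T-REx D2 cells after an EC80 dopamine addition that followed 180 s compound preincubation. Loss of the dopamine response indicates antagonism.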
USP1-UAF1 inh: blocks the human USP1/UAF1 deubiquitinase complex | O94782 | recombinant USP1/UAF1, Ub-Rhodamine cleavage fluorescence | Potency, µM (doses to about 57.1 µM), for inactives: top-dose activity change, negative = inhibition, actives largely listed as inhibitors | hit rate 0.23% among 390,000 | AID 743255; also: potency is read from the fitted curve at half-maximal effect; % is scaled to controls: 0 for no effect and ±100 for the full control effect; nearly all actives have a fitted effect of over 60% in size; inactives centre near -12
Target sequence (O94782 whole entry, looked up): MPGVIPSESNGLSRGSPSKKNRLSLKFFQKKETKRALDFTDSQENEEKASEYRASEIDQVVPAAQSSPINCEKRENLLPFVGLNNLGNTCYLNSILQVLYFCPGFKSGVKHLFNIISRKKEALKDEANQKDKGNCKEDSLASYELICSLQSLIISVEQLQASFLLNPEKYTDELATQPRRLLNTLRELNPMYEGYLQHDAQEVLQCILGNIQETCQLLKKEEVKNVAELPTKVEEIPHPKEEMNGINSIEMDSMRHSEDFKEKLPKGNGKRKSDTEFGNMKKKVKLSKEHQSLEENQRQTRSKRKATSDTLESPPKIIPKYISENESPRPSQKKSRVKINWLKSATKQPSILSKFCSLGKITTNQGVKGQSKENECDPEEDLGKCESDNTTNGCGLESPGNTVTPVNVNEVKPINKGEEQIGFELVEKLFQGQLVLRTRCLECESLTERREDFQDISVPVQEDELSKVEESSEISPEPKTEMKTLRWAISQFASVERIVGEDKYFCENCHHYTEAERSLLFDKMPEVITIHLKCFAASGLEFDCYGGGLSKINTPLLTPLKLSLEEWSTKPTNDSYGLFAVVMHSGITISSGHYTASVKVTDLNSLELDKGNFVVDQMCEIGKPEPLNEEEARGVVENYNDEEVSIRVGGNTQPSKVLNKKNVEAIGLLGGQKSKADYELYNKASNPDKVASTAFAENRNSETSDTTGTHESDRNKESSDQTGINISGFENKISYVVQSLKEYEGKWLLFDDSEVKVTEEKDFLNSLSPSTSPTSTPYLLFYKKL
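High-throughput fluorogenic screen: 1nM USP1/UAF1 complex, Ub-Rho substrate 150nM final, 50mM HEPES pH 7.8 with 0.5mM EDTA, 0.1 mg/ml BSA, 1mM TCEP and 0.01% Tween-20.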
mIDH1 inhibitor: human IDH1 R132H inhibition. AID 602179. O75874. Potency, µM (series often up to 76.6 µM), for the others: at the highest dose activity change, negative = inhibition, actives largely listed as inhibitors. IDH1-R132H enzyme, NADPH consumption, diaphorase/resazurin fluorescence. hit rate 0.093% among 390,000; also: potency is read from the fitted curve at half-maximal effect; % is scaled to controls: 0 for no effect and ±100 for the full control effect; nearly all actives have a fitted effect of over 65% in size
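IDH1-R132H (0.5 ug/mL) preincubated 30 min with compound, then NADPH (0.016 mM) and alpha-KG (2 mM) added; 80 min at RT, pH 7.5. Remaining NADPH coupled via diaphorase/resazurin to fluorescence (540/590 nm); concentration-response curves normalized to no-enzyme control.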
The depositor's hits bear a star; ? = inconclusive; nt = not tested or not shown; [ ] = dose if it differs, or a comment. Unless noted, calls follow the shape of the dose curve; as a rule, active = well fitted inhibition curve with a large enough effect; inconclusive = small, poorly fitted or top-dose-only effect; inactive = no such curve, though single readings can be large or run the other way.

SMILES | rTrxR1 inhibitor | PI4K2A inh | D2 ag | TrxR1 substrate | TRHR ag | TRHR enhancer | D2 antagonist | USP1-UAF1 inh | mIDH1 inhibitor
Cc1ccccc1NC(=O)CN1C(=O)N/C(=C\c2ccccc2OCc2ccc(C(=O)O)cc2)C1=O | -8% | -51* | 0.4 | -5% | 0.6 | 9 | -9 | ? | 1%
COC(=O)c1ccccc1NC(=O)COC(=O)C1CCCCC1 | 21% | -2 | -0.3 | -1% | -0.4 | 14 | -5 | -12% | 3%
O=C(Nc1cccc(NC(=O)c2ccccc2[N+](=O)[O-])c1)c1ccccc1Cl | 28% | -6 | 1.2 | -3% | -0.3 | -7 | 4 | -14% | -11%
CN1CCC(N(C)S(=O)(=O)c2ccc(NC(=O)Cc3ccc(F)cc3)cc2)CC1 | 17% | -19 | 0.3 | 2% | 1.1 | -3 | -6 | -22% | 3%
COc1ccc(N(CC(=O)NCCC2=CCCCC2)S(C)(=O)=O)cc1OC | 21% | -1 | -0.2 | 4% | 4.1 | 3 | -5 | 4% | 7%
Cn1c(CCNC(=O)c2ccco2)nc2cc(NS(=O)(=O)c3ccccc3)ccc21 | 8% | -5 | 0.7 | 9% | 1.3 | -2 | 7 | -17% | 0%
O=C(Nc1ccc(S(=O)(=O)Nc2ncccn2)cc1)C1CC(=O)N(c2ccccc2)C1 (centres undefined) | -11% | -3 | -0.1 | -14% | -0.4 | 4 | -10 | -13% | 8%
O=C(NC(=S)Nc1ccccc1N1CCOCC1)c1cccs1 | -26% | -1 | 2.2 | -12% | 1.1 | -4 | -5 | -23% | 0%
CCc1cc2cc(C(=O)N3CCN(c4ccccc4)CC3)sc2s1 | -3% | -9 | 0.2 | 0% | 0.3 | 0 | 0 | -10% | 3%
N#Cc1c2c(c(N3CCN(CCO)CC3)n3c1nc1ccccc13)CCCC2 | nt | nt | 1.1 | nt | 0.7 | -3 | -5 | nt | nt
CCCc1nc2oc3c(OCC)ncnc3c2c2c1COC(C)(C)C2 | 23% | 7 | -0.4 | 8% | -0.1 | 2 | -3 | -10% | 3%
COc1ccc(OC)c(/C=C/C(=O)Oc2ccc(C(C)=O)cc2)c1 | 54%[activator] | 6 | 0.2 | 98%[activator] | 0.5 | -20 | 26 | ? | 14%
O=[N+]([O-])c1cc2c(c(CSc3nnc4ccccn34)c1)OCOC2 | 12%[57.1 µM] | 1 | -0.6 | 8%[57.1 µM] | -2.0 | 0 | -12 | -11% | 2%
CCC(C)(C(=O)NC1CCCCC1)N(Cc1ccco1)C(=O)CC1NC(=O)NC1=O (centres undefined) | 0% | -6 | 1.1 | 1% | -0.1 | -1 | -2 | 1% | 2%
CCC1CCCCN1S(=O)(=O)c1ccc(C(=O)N(CCCN(C)C)c2nc3cc4c(cc3s2)OCO4)cc1 (centres undefined) | 10% | -5 | 2.4 | -7% | 4.3 | 24 | 7 | -24% | -12%
CC1=CN2C(=N)/C(=C/c3ccc(C)o3)C(=O)N=C2S1 | 23% | 3 | -0.8 | 5% | -0.1 | -4 | -9 | -1% | -2%
COc1ccc(CNC(=O)COC(=O)c2c(-c3c(F)cccc3Cl)noc2C)cc1OC | 1%[11.4 µM] | 4 | -0.7 | 8%[11.4 µM] | -0.8 | -1 | -43 | -11% | 7%
CC(=O)NC(CC(=O)N(Cc1ccccc1)c1ccc(C)cc1)c1ccccc1 (centres undefined) | 10% | 4 | -0.5 | 2% | -0.2 | -13 | -10 | -13% | 10%
O=S(=O)(/N=C(\c1ccccc1)N1CCOCC1)c1ccc(Cl)cc1 | 65% | -7 | nt | 37%[activator] | 0.4 | -3 | nt | -16% | 6%
CCN1C(=O)CC(N2CCN(c3ccc(OC)cc3)CC2)C1=O (centres undefined) | -8% | -4 | nt | -2% | -1.7 | 0 | nt | -17% | 3%

Overlap with the part before: two entries, then new ones.
SMILES | rTrxR1 inhibitor | PI4K2A inh | D2 ag | TrxR1 substrate | TRHR ag | TRHR enhancer | D2 antagonist | USP1-UAF1 inh | mIDH1 inhibitor
O=S(=O)(/N=C(\c1ccccc1)N1CCOCC1)c1ccc(Cl)cc1 | 65% | -7 | nt | 37%[activator] | 0.4 | -3 | nt | -16% | 6%
CCN1C(=O)CC(N2CCN(c3ccc(OC)cc3)CC2)C1=O (centres undefined) | -8% | -4 | nt | -2% | -1.7 | 0 | nt | -17% | 3%
COc1ccc(NS(=O)(=O)c2ccc(NC(=S)NC(=O)c3ccc(Br)cc3)cc2)nn1 | ? | 1 | 0.3 | -20% | -0.4 | 17 | -3 | -14% | 1%
Fc1ccc(C(c2nnnn2C2CCCC2)N(Cc2ccco2)CC2CCCO2)cc1 (centres undefined) | -2% | -5 | -2.1 | 8%[57.1 µM] | -0.2 | 10 | -12 | -8% | -2%
O=C(NNC(=O)c1cccc2ccccc12)c1ccc(Br)cc1 | 2%[57.1 µM] | -2 | nt | 4%[57.1 µM] | nt | nt | nt | -12% | 5%
CC1(C)ON(C2CCCCC2)[C@H]2c3nc4ccccc4n3C[C@H]21 | 15% | -1 | 1.6 | 7% | -1.6 | -4 | 39* | -27% | -7%
CCC(=O)Nc1ccc2c(c1)Cc1cc([N+](=O)[O-])ccc1-2 | -11% | 3 | nt | -11% | nt | nt | nt | -4% | 8%
CC1(C)Cn2c(nc(=O)c3c2NCN(CCc2ccccc2)C3)S1 | nt | nt | -0.2 | nt | -0.5 | 11 | -16 | nt | nt
O=C(COC(=O)CC1SC(N2CCCC2)=NC1=O)Nc1c(F)c(F)c(F)c(F)c1F (centres undefined) | 2% | -5 | 0.5 | -3% | 0.1 | -7 | 18 | 1% | 0%
CN(C)c1ccc(/C=C/c2nc3ccccc3c(=O)n2-c2ccc(C(=O)O)cc2)cc1 | -18%[57.1 µM] | 2 | 14 | -7%[57.1 µM] | 121* | 30* | 11 | ? | -3%
CC(=O)Nc1cc2cc(NS(=O)(=O)c3ccc(C)cc3)ccc2oc1=O | 34% | 5 | -0.2 | 13% | 0.2 | -2 | -4 | 4% | -8%
C[C@H](CO)N1C[C@H](C)[C@@H](CN(C)S(=O)(=O)c2cn(C)cn2)Oc2c(NC(=O)Nc3ccc(C(F)(F)F)cc3)cccc2C1=O | -5%[57.1 µM] | 3 | nt | 4%[57.1 µM] | nt | nt | nt | -4% | -7%
O=C(COC(=O)c1cc(S(=O)(=O)N2CCCC2)ccc1O)Nc1ccc(S(=O)(=O)N2CCOCC2)cc1 | 13% | -4 | 0.4 | 3% | -0.2 | -9 | 0 | -19% | 20%
CCCOC1CCCN(C(=O)CCc2nnc(-c3ccc4c(c3)OCO4)o2)C1 (centres undefined) | 1% | 2 | -0.2 | 8% | -0.4 | 0 | -2 | -1% | -3%
COc1cccc(N2C(=O)CSC23C(=O)N(Cc2ccccc2F)c2ccccc23)c1 (centres undefined) | 13% | -1 | -0.9 | -2% | -0.6 | -4 | nt | -28% | -9%
Nc1nnc(SCCN2C(=O)c3ccccc3S2(=O)=O)s1 | -11% | 8 | 0.0 | -7% | 1.1 | 5 | 49* | -9% | 4%
C#CCN1C=CC(=O)[C@@H](OC(=O)Nc2ccc(Br)cc2)[C@H]1c1ccccc1Br | -11% | 3 | nt | -2% | nt | nt | nt | -34% | 0%
CCOC(=O)N1CCN(C(=O)c2ccc3c(Cl)c4c(nc3c2)CCCC4)CC1 | -19% | 8 | nt | 2% | -0.9 | -1 | nt | -17% | 9%
CC(=O)Nc1ccc(S(=O)(=O)NCCC(=O)OCCN2C(=O)c3ccccc3C2=O)cc1 | 1% | 1 | 0.1 | 0% | -0.3 | -6 | 0 | 1% | -4%
COc1ccc(C(NC(=O)C(C)C)c2c(O)ccc3ccccc23)cc1 (centres undefined) | -3% | 2 | 1.1 | 2% | -0.1 | -5 | 1 | -23% | 5%
Cn1nnnc1-c1cc(Cl)cc(Cl)c1 | 34%[57.1 µM] | 7 | -0.3 | -20%[57.1 µM] | 1.0 | 3 | 14 | -4% | 10%
Cc1nnc(SCC(=O)NC2CCCc3c2cnn3-c2ccc(F)cc2F)o1 (centres undefined) | 11% | -2 | 0.5 | 2% | 1.0 | -2 | 20 | -8% | 2%

Two compounds from above, limited to D2 ag and mIDH1 inhibitor:
molecule | D2 ag | mIDH1 inhibitor
O=C(Nc1cccc(NC(=O)c2ccccc2[N+](=O)[O-])c1)c1ccccc1Cl | 1.2 | -11%
CN1CCC(N(C)S(=O)(=O)c2ccc(NC(=O)Cc3ccc(F)cc3)cc2)CC1 | 0.3 | 3%

(cont.)
SMILES | rTrxR1 inhibitor | PI4K2A inh | D2 ag | TrxR1 substrate | TRHR ag | TRHR enhancer | D2 antagonist | USP1-UAF1 inh | mIDH1 inhibitor
CCOc1ccc(NC(=O)CC2C(=O)N(c3ccc(OC)cc3)C(=O)N2CCC2=CCCCC2)cc1 (centres undefined) | 12% | -2 | nt | 1% | -0.2 | -1 | nt | -13% | 0%
CC1(c2ccc3noc(-c4ccc(F)cc4)c3c2)OCCO1 | 2%[57.1 µM] | -1 | 0.8 | 13%[57.1 µM] | 2.7 | 1 | -8 | -16% | 12%
CCCCn1c(=O)c2oc3ccccc3c2n(CC(=O)Nc2ccccc2OC)c1=O | 11% | 10 | -0.1 | 7% | -0.1 | 4 | nt | 20% | -16%
Cc1ccc(NC(=S)N2CCn3cccc3C2c2cccnc2)cc1 (centres undefined) | -1% | 0 | 0.0 | 7%[11.4 µM] | 0.9 | 2 | -8 | -3% | -1%
CSc1ccccc1NC(=O)c1cc(-c2ccco2)on1 | -11% | 1 | 0.5 | -3% | 0.5 | 5 | 9 | -12% | 7%
Cc1ccc(-c2nc(Nc3ccccc3)n[nH]2)cc1 | -7% | 1 | 0.1 | -4% | 1.3 | -4 | -6 | -11% | 2%
CSc1cccc(N2CC(C(=O)Nc3cccc(S(=O)(=O)N4CCCC4)c3)CC2=O)c1 (centres undefined) | 6% | -2 | -1.4 | 0% | 0.0 | -2 | 5 | -21% | 6%
Cc1noc(/C=C/c2cccs2)c1S(=O)(=O)N1CCC(C(=O)NCc2ccc(Cl)cc2)CC1 | 13% | 9 | 0.4 | -2% | 2.6 | -3 | nt | -14% | -1%
